BoNT-A LC inh2: inhibitors of Botulinum neurotoxin A light chain protease; multiplex microsphere protease substrate cleavage, flow cytometry; hit rate 0.17% among 360,000; inhibition, % at 10 µM; AID 588499; also: plate controls were buffer without enzyme for full effect and enzyme alone for no effect
BoNT-F LC inh: blocks Botulinum neurotoxin F light chain protease; Multiplex microsphere protease cleavage assay, flow cytometry; inhibition, % at 10 µM; hit rate 0.22% among 360,000; AID 588497; in the data active = inhibition above about 35%, passing the limit was not always enough; inconclusive = no clear call, values can overlap the other calls; also: plate controls were buffer without enzyme for full effect and enzyme alone for no effect
Rv3671c inh: inhibitors of M. tuberculosis serine protease Rv3671c. hit rate 0.048% among 320,000. AID 2606. inhibition, % at 5.96 µM; in the data active = inhibition above about 38%;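 also: extracellular domain of Rv3671c used as enzyme; 0% = enzyme with DMSO and 100% = no enzyme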
DUSP3 inh: inhibitors of human VHR1 phosphatase (DUSP3). P51452. recombinant VHR phosphatase, pNPP absorbance. inhibition, % at 13.3 µM. hit rate 0.52% among 290,000. AID 1654; in the data active = inhibition above about 50%; also: some compounds called inactive have numbers as strong as hits
PriA SSB inh: K. pneumoniae PriA-SSBct interaction inhibition | AID 1272365 | hit rate 0.6% among 430,000 | inhibition, % at 33 µM | AlphaScreen SSBct-PriA binding, biotinylated peptide; in the data active = inhibition mostly above about 37%, no sharp cut-off; inactive = mostly below about 20%;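 also: plate controls were negative control peptide for no effect and reference peptide for full effect; strong numbers were not always called active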
PrPC surface inh: inhibitors of human cell surface prion protein PrPC; AID 720596; hit rate 0.43% among 370,000; inhibition, % at 13.8 µM; P04156; TR-FRET read-out; in the data active = inhibition above about 24%; also: 0% = median of the test wells and 100% = reference compound wells
SARS 3CLpro inh: SARS-CoV 3CLpro protease inhibition | inhibition, % at 6 µM | P0C6X7 | recombinant SARS-CoV 3CLpro, quenched FRET peptide cleavage | hit rate 0.14% among 290,000; in the data active = inhibition above about 12%
CCHFV vOTU inh: CCHFV vOTU protease inhibition | Pep-AMC fluorescence | inhibition, % at 11.5 µM | hit rate 0.55% among 370,000 | AID 651958; in the data active = inhibition above about 30%; also: 0% = vehicle wells with enzyme and 100% = no enzyme wells
MazF activator: MazEF (E. coli) toxin RNase activation | activation, % at 20 µM | hit rate 0.32% among 350,000 | FAM/BHQ RNA-DNA oligo cleavage fluorescence, 5 h | P0AE70 | AID 504720; in the data active = activation above about 50%
Target sequence (P0AE70 whole entry, looked up): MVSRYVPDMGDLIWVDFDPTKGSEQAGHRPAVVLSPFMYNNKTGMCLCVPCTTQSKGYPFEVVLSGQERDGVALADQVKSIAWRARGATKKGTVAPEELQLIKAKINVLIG
Anthrax LF inh2: anthrax lethal factor protease inhibition. multiplex microsphere protease cleavage assay, LF. inhibition, % at 10 µM. hit rate 0.12% among 360,000; also: plate controls were buffer without enzyme for full effect and enzyme alone for no effect
Target sequence (P15917 whole entry, looked up): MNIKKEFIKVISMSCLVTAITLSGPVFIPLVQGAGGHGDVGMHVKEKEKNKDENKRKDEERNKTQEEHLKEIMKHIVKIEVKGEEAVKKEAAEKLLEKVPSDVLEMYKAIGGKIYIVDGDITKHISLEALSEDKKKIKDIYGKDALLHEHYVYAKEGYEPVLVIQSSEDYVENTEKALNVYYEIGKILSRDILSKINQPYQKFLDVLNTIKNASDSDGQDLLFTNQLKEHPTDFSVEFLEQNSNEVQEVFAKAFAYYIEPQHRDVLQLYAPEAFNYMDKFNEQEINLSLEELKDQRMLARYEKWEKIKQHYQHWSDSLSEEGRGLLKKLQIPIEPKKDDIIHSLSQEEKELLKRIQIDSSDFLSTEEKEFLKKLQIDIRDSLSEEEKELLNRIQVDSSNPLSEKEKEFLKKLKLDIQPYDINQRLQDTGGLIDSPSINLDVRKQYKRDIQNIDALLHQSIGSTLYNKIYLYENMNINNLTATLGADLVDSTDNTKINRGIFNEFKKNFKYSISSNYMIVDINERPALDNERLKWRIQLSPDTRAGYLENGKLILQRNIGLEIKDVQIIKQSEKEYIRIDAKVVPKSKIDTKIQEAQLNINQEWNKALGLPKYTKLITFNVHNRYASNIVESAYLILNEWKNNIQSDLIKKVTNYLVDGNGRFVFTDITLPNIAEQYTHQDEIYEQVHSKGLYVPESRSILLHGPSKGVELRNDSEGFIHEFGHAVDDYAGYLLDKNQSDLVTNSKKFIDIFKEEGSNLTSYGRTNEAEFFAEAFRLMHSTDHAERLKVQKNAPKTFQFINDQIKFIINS
An asterisk follows results filed as active; i = inactive; u = inconclusive; x = not tested or not shown; & = joins results of further samples. Rule as the data show it, unless noted: active = inhibition above about 30%; inconclusive = no clear call, values can overlap the other calls; inactive = below that. The list is partial. The share of hits here may be higher or lower than overall.

SMILES	BoNT-A LC inh2	BoNT-F LC inh	Rv3671c inh	DUSP3 inh	PriA SSB inh	PrPC surface inh	SARS 3CLpro inh	CCHFV vOTU inh	MazF activator	Anthrax LF inh2
CN(C)C1C(=O)C(C(N)=O)=C(O)C2(O)C(=O)C3=C(O)c4c(O)cccc4C(C)(O)C3C(O)C12 (centres undefined)	-1.4	-4	19	10	-7	3	-1	8	-3	-14
O=Cc1cn(CC(=O)NCC2CCCO2)c2ccccc12 (centres undefined)	0.3	6	0	9	-10	0	-4	18	5	-1
Cc1ccccc1CC1(CO)CCCN(C(=O)CCC(=O)c2ccccc2)C1 (centres undefined)	-0.1	1	-4	22	-7	-5	-6	-8	-3	-2
O=C(/C=C/c1ccc(Cl)cc1Cl)NC(=S)Nc1ccc(CN2CCOCC2)cc1	0.7	0	-11	6	0	5	9	-19	14	-4
C1CCCC(NC2=NCCO2)CCC1	0.0	u	-3	24	-9	x	1	x	11	-6
O=C(COc1cccnc1[N+](=O)[O-])N1CCN(S(=O)(=O)c2ccccc2)CC1	0.1	-2	-4	-17	-12	0	0	6	5	-2
COc1ccc(NC(=S)NCCN2CCOCC2)c(OC)c1	-1.0	-21	-2	x	-17	7	1	2	-2	-4
COC(=O)c1cc(C(=O)c2ccc(C(C)(C)C)cc2)c[nH]1	0.2	-1	-11	22	4	9	4	11	11	2
CCC(=O)Nc1nnc(S(=O)(=O)N2CCCCCC2)s1	-1.2	-8	4	21	100*	8	5	7	0	-11
CCOc1ccc(C(=O)NNC(=O)CNC(=O)c2ccc(C)s2)cc1OC	3.0	-5	2	x	5	-1	x	-11	10	3
O=C(/C=C/c1cccs1)NC1CCS(=O)(=O)C1 (centres undefined)	-0.6	-8	4	-1	2	-4	4	-2	7	-2
O=C(COC(=O)c1ccccc1Br)Nc1cccnc1Cl	-3.6	-8	9	x	-16	6	x	-6	5	-1
CCN1CCCC1CNC(=O)c1cc2c(C)nc3ccccc3c2o1 (centres undefined)	6.8	9	3	4	x	10	2	-10	-8	-6
CC1=NOC2(C1)/C(=N/O)CCC/C2=N\O (centres undefined)	0.7	0	-6	36	x	10	6	-4	-9	1
Cc1ccc(-n2nnc(-c3cc4ccccc4n3C)n2)cc1	2.4	-2	-11	7	-12	1	3	2	-22	-1
O=C(Nc1nnc(C2=COCCO2)o1)c1cccc(C(F)(F)F)c1	1.5	2	-7	-2	-1&7	1	0	-5	-6	0
O=C(Nc1ccc(C(=O)N2CCOCC2)cc1)C1CCC1	0.1	-6	x	x	-3	0	x	-9	1	-1
Cc1cc(N/N=C/c2ccccc2)nc(N2CCOCC2)n1	1.0	-4	5	-2	i	-3	-1	-7	7	-20
CCCCC(=O)Nc1nn(C)c2nc3c(C)cccc3cc12	-0.2	u	-1	-2	-12	-10	5	3	18	-8
CCCCN1C(=N)N([C@@H](CN2CCC[C@H]2CN2C(N)=NC[C@@H]2Cc2ccccc2)C(C)C)C[C@H]1Cc1ccccc1	-0.5	-19	1	x	-27	0	x	-3	21	-1
CS(=O)(=O)Nc1cccc(-c2cn3c(n2)SCC3)c1	1.7	-7	-8	0	2&10	2	-6	-1	-1	-2
O=C1CSC(c2ccccc2[N+](=O)[O-])N1c1ccc(O)cc1 (centres undefined)	-1.0	-4	2	-33	-7	-3	-3	8	1	-4
O=S(=O)(c1ccc(C2CCCCC2)cc1)N1CCOCC1	0.3	2	-14	32	-21	-2	4	-6	-4	2
CCC(=O)N/N=C(\C)CC(=O)Nc1ccc(Cl)cc1	0.3	0	-5	-11	x	4	-2	1	10	0

17 structures from above, ordered by molecular weight, descending.
SMILES	BoNT-A LC inh2	BoNT-F LC inh	Rv3671c inh	DUSP3 inh	PriA SSB inh	PrPC surface inh	SARS 3CLpro inh	CCHFV vOTU inh	MazF activator	Anthrax LF inh2
CCCCN1C(=N)N([C@@H](CN2CCC[C@H]2CN2C(N)=NC[C@@H]2Cc2ccccc2)C(C)C)C[C@H]1Cc1ccccc1	-0.5	-19	1	x	-27	0	x	-3	21	-1
CN(C)C1C(=O)C(C(N)=O)=C(O)C2(O)C(=O)C3=C(O)c4c(O)cccc4C(C)(O)C3C(O)C12 (centres undefined)	-1.4	-4	19	10	-7	3	-1	8	-3	-14
O=C(/C=C/c1ccc(Cl)cc1Cl)NC(=S)Nc1ccc(CN2CCOCC2)cc1	0.7	0	-11	6	0	5	9	-19	14	-4
O=C(COc1cccnc1[N+](=O)[O-])N1CCN(S(=O)(=O)c2ccccc2)CC1	0.1	-2	-4	-17	-12	0	0	6	5	-2
O=C(COC(=O)c1ccccc1Br)Nc1cccnc1Cl	-3.6	-8	9	x	-16	6	x	-6	5	-1
O=C(Nc1nnc(C2=COCCO2)o1)c1cccc(C(F)(F)F)c1	1.5	2	-7	-2	-1&7	1	0	-5	-6	0
CCN1CCCC1CNC(=O)c1cc2c(C)nc3ccccc3c2o1 (centres undefined)	6.8	9	3	4	x	10	2	-10	-8	-6
COc1ccc(NC(=S)NCCN2CCOCC2)c(OC)c1	-1.0	-21	-2	x	-17	7	1	2	-2	-4
CCC(=O)Nc1nnc(S(=O)(=O)N2CCCCCC2)s1	-1.2	-8	4	21	100*	8	5	7	0	-11
O=C1CSC(c2ccccc2[N+](=O)[O-])N1c1ccc(O)cc1 (centres undefined)	-1.0	-4	2	-33	-7	-3	-3	8	1	-4
Cc1cc(N/N=C/c2ccccc2)nc(N2CCOCC2)n1	1.0	-4	5	-2	i	-3	-1	-7	7	-20
CCCCC(=O)Nc1nn(C)c2nc3c(C)cccc3cc12	-0.2	u	-1	-2	-12	-10	5	3	18	-8
O=C(Nc1ccc(C(=O)N2CCOCC2)cc1)C1CCC1	0.1	-6	x	x	-3	0	x	-9	1	-1
O=Cc1cn(CC(=O)NCC2CCCO2)c2ccccc12 (centres undefined)	0.3	6	0	9	-10	0	-4	18	5	-1
CCC(=O)N/N=C(\C)CC(=O)Nc1ccc(Cl)cc1	0.3	0	-5	-11	x	4	-2	1	10	0
O=C(/C=C/c1cccs1)NC1CCS(=O)(=O)C1 (centres undefined)	-0.6	-8	4	-1	2	-4	4	-2	7	-2
C1CCCC(NC2=NCCO2)CCC1	0.0	u	-3	24	-9	x	1	x	11	-6

(continued)
SMILES	BoNT-A LC inh2	BoNT-F LC inh	Rv3671c inh	DUSP3 inh	PriA SSB inh	PrPC surface inh	SARS 3CLpro inh	CCHFV vOTU inh	MazF activator	Anthrax LF inh2
COc1cc(/C=C\C(=O)OCn2nnc3ccccc3c2=O)cc(OC)c1OC	-1.8	-26	-5	29	3	-11	-2	12	12	-5
Cn1nnnc1SCc1csc(C2C(C#N)=C(N)OC3=C2C(=O)CCC3)c1 (centres undefined)	-1.4	-16	-9	-6	-14	2	1	5	0	-2
O=C(CSc1nc2ncc(Cl)cc2[nH]1)Nc1cccc(F)c1	-2.6	-2	-3	5	-6	9	-1	-2	9	2
O=C(O)CC1(CC(=O)NCc2ccc(Cl)cc2)CCCCC1	-1.2	9	-7	-15	-6	-5	-1	11	2	-3
CCCCNC(=O)C1(C)CCCCN1C(=O)c1ccc2ccccc2n1 (centres undefined)	-0.1	-1	x	x	x	-9	x	9	x	0
O=C(c1ccccc1)c1ccccc1C(=O)N1CCN(Cc2ccccc2F)CC1	1.9	-11	x	x	2	-2	x	3	2	-1
COc1ccc(-c2c(C#N)cnc(C)c2C)c(O)c1OC	0.0	-10	x	x	x	-4	x	-11	2	0
O=c1c2c3c(sc2ncn1/N=C/c1ccncc1)CCCC3	0.5	0	5	30	x	4	0	-10	17	0
CC(C)N(Cc1ccccc1)C(=S)NC1CCCCC1	0.6	-2	0	13	-15	4	1	10	2	-2
CCN1C(=NCc2cccc(Cl)c2)N[C@@H](c2cccc(F)c2)C(C(=O)OC)=C1C	0.0	-1	-1	9	0	-10	-5	8	7	2
COc1ccc(CCNC(=O)C(=O)NCc2ccccc2C)cc1OC	-1.2	-2	6	22	2	-3	4	8	-1	-4
CC(=O)NC(C)c1nc2ccccc2n1Cc1ccccc1F (centres undefined)	0.5	4	1	13	-5	2	4	14	-4	-1
O=C(Nc1nnc(-c2ccc3c(c2)CCCC3)o1)c1ccc(Cl)cc1Cl	-0.5	-3	6	11	-16&-2	3	0	9	-7	-1
O=C(N1CCN(c2ccccn2)CC1)N1c2ccccc2Sc2ccccc21	-0.7	-8	-2	0	10	6	-4	0	-3	-2
O=C1c2ccccc2C(O)(c2ccccc2)N1C1CC1 (centres undefined)	-0.3	3	-4	17	-11	-1	-3	12	4	-5
CC1CCCC(C)N1C(=O)COC(=O)COc1ccccc1C#N (centres undefined)	-0.2	4	6	x	-2	-1	x	1	3	-8
O=C(CCCC(=O)N(CC(=O)NC1CCCCC1)CC1CCCO1)Nc1ccccn1 (centres undefined)	0.8	-4	4	0	1	-2	-8	0	-10	3
CN(C)c1ccc(NC(=S)NC(=O)/C=C/c2ccco2)cc1	-0.1	-1	-5	34	-9	-5	3	13	-1	-2
CC(C)NC(=O)c1ccc2c(c1)N(CC(=O)N1CCOCC1)C(=O)C(C)(C)O2	0.2	2	1	32	-9	-1	0	0	1	0
COC(=O)c1cccc(NC(=O)CSc2nnc(COc3ccccc3)n2C)c1	-0.5	3	-3	26	-9	-9	2	-3	1	5
Cc1ccc(/C=N\Nc2nc3ccc(Cl)cc3[nH]2)o1	-1.2	-11	8	18	x	3	1	12	6	-7
COC(=O)Cn1cc(/C=N/NC(=O)COc2cccc3cccnc23)c2ccccc21	-0.9	0	-2	4	x	2	1	-10	4	-1
O=C(Nc1cccc([N+](=O)[O-])c1)c1ccn[nH]1	0.3	-1	2	12	14	-14	4	-6	2	3
O=C(C1CCN(S(=O)(=O)c2ccccc2)CC1)N(CCc1ccccc1)Cc1ccco1	-3.1	-47	-2	32	-15	-4	-1	9	-2	-2
O=C1CCC(=O)N1CCOP1(=O)COc2ccccc2OC1	1.3	2	-5	-4	-8	-7	0	-10	7	-2
Cc1cc(NC(=O)Cc2cccs2)no1	2.4	28	-1	11	-3	0	-3	8	12	3
O=C(Nc1nccs1)c1ccccc1[N+](=O)[O-]	-1.0	-6	0	47	-5	-8	0	6	1	-1
CCc1ccc(N=Nc2ccc(O)c3[nH]cnc23)cc1	0.0	-7	-3	x	-6	-20	x	21	-14	-9
COc1ccc(C=C2NC(=O)NC2=O)cc1O	0.0	0	x	x	x	-13	x	-3	-1	-6
CCOc1ccc(OCC)c(NC(=O)C2CCCN(S(=O)(=O)c3cnc[nH]3)C2)c1 (centres undefined)	0.2	0	1	34	-12	-6	-1	-1	7	-8
COCCn1nnnc1C(c1ccccn1)N1CCN(c2cc(C)ccc2C)CC1 (centres undefined)	1.3	1	1	13	11	5	-3	2	13	0
COc1cccc(/C=N/NC(=O)c2ccc(-c3ccccc3)cc2)c1O	0.5	-2	8	12	x	8	1	2	-119	2

Assay outcomes deposited in PubChem BioAssay by several laboratories.
